# Source: PubChem BioAssay (several laboratories)
# HIV peptide binding – cell-free HIV fusion peptide-binding blockers – biochemical, uHTS, fluorescence dequenching, primary screen (AID 1986). cell-free peptide binding, fluorescence dequenching, 30 min; higher % means a stronger effect. inhibition, % at 20 µM; hits with a dose series show IC50 in µM. hit rate 0.3% among 290,000; in the data active means inhibition mostly above about 52%, no sharp cut-off; inactive means mostly below about 76%; further: some results filed as inactive read as strong as hits
# Insulin prom up – MIN6 insulin promoter up-regulation. AID 1625. MIN6 insulin promoter-GFP reporter, high-content imaging; hits give high values. z-score at 5 µM. hit rate 0.3% among 190,000;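 active means z-score above 3 at 5 µM with at least 500 cells counted in the well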
# MT stabilizer – microtubule stabilization, imaging screen | HeLa tubulin immunostaining HCS, 24 h; share of cells brighter than vehicle mean+2SD | % tubulin-high responders, % at 10 µM | hit rate 0.83% among 200,000 | AID 2205;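 active means plate Z-score above 3 for both tubulin-high and condensed-nucleus cell shares, with cell loss under 80%, at 10 µM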;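 further: anti alpha tubulin signal scored within the nucleus-defined area of each cell; some results filed as inactive read as strong as hits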
# bCat nuc transl – alters nuclear translocation of beta-catenin in HeLa cells; immunofluorescence imaging; nuclear translocation activity, % at 5 µM; hit rate 0.3% among 190,000; AID 1665;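 active means nuclear translocation activity above 50% at 5 µM, with a well cell count of 50 or more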;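 further: per-cell ratio of nuclear to cytoplasmic median beta-catenin stain intensity; plate controls were DMSO negative control for no effect and GSK-3 inhibitor IX positive control for full effect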
#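 Test system: human HeLa cells, endogenous beta-catenin. Times: 24 h compound exposure, 37°C. Measured by: beta-catenin immunofluorescence imaging with DAPI.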
# Yfh1-depleted yeast – enhancers of respiration in Yfh1-depleted yeast, dose response, Friedreich's ataxia, plus single-dose screen (AID 1465). fold induction at 50 µM; hits with a dose series show EC50 in µM. S. cerevisiae Yfh1-off respiration, WST-1 reduction, 72 h; higher fold induction means a stronger effect. hit rate 0.074% among 220,000;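 active means fold induction of absorbance versus untreated yeast above a set limit, then at least 30% activation at any dose in follow-up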;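 further: activators that raise dye reduction in frataxin-depleted yeast; strong numbers were not always called active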
# Autophagy mod – alters autophagy in cells | MEF GFP-LC3 puncta imaging; test concentration mostly 10 µM | calls only at 10 µM (by protocol) | hit rate 0.98% among 190,000;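 active means percentage of spot-positive cells more than 3 SD above its plate mean, without a fluorescence outlier flag or 80% toxicity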;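 further: spot-positive cell cutoff set from DMSO-treated cells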
# AID2073 – inhibitors of Mint1-CaV2.2 protein interaction, biochemical, HTRF (AID 2073); hit rate 0.19% among 290,000; inhibition, % at 20 µM, or IC50 in µM where a hit was titrated; HTRF protein-protein interaction, Mint1-CaV2.2; higher % means a stronger effect; in the data active means inhibition mostly above about 51%, no sharp cut-off; further: some results filed as inactive read as strong as hits
# Dynein cargo inh – dynein cargo transport inhibition; z-score, hits read low; hit rate 0.47% among 220,000; 3617.4 mouse cells, GR-EGFP nuclear translocation imaging; test concentration mostly 20 µM; stimulated with dexamethasone, 1 µM; hits give low values;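 active means plate z-score of nuclear minus cytoplasmic receptor signal below a set negative limit, without overly bright fluorescence or cell loss, cut at about -3.5 in these data, passing the limit was not always enough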;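 further: z-score of nuclear minus cytoplasmic ring GR-EGFP intensity difference per well; some compounds called inactive have numbers as strong as hits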
#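 Buffer or medium: tet-free, stripped-serum medium; reagent: dexamethasone at 1.0 µM final, 30 min; incubation: 48 h induction, 1 h compound, 30 min dex at 37 °C; measured by: formaldehyde fixation, Hoechst nuclear stain, 10x automated fluorescence imaging; read-out: nuclear-to-cytoplasmic GR-EGFP distribution per well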
# WT yeast gro inh – growth inhibition of WT yeast, mitochondrial fusion screen. mitochondrial fusion phenotypic screen, WT strain. AID 1362. inhibition, % at 10 µM. hit rate 2.1% among 190,000; in the data active means inhibition above about 58%; tested in S. cerevisiae
# WT yeast gro inh mutant strain – further read-out of WT yeast gro inh, marked with its call; inhibition, %; mitochondrial fusion phenotypic screen, mutant strain inhibition
# Dynein cargo inh cytoplasmic EGFP – recorded beside Dynein cargo inh, whose call it bears; z-score; measured here: cytoplasmic GR-EGFP intensity; hits give high values
# Dynein cargo inh nuclear GR-EGFP – further read-out of Dynein cargo inh, marked with its call; z-score; measured here: nuclear GR-EGFP intensity;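 lower value marks the stronger effect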
# Dynein cargo inh cell count – also measured in Dynein cargo inh; calls as there; z-score; measured here: cell count per field
# Insulin prom up cell count – second read-out of Insulin prom up, no call of its own (marks repeat the call); cell count; measured here: cytotoxicity, nuclei count;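 total cells summed across four imaged fields per well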
# bCat nuc transl cell count 5 µM – further read-out of bCat nuc transl, marked with its call; cell count; measured here: cell count, cytotoxicity flag
# MT stabilizer Hoechst-high % – further read-out of MT stabilizer, marked with its call; % Hoechst-high responders; measured here: nuclear condensation Hoechst responders;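 share of cells brighter than vehicle mean plus two SD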
# MT stabilizer cytotoxicity % – also measured in MT stabilizer; calls as there; toxicity, %; measured here: cytotoxicity by cell density;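 0% = mean cell density of plate MIN control wells and 100% = no cells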
# Autophagy mod cell loss 18 h – second read-out of Autophagy mod, no call of its own (marks repeat the call); toxicity, %; measured here: cell loss, nuclei count;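 cell loss after 18 h compound exposure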
# The depositor's hits bear a star; i = inactive; / = not tested or not shown.
1. CCc1ccccc1S(=O)(=O)Cc1ccc(C(=O)NC(C)C)o1
2. O=C(NC1CC2CCCC(C1)N2C(=S)NCCc1ccccc1)C1CC1 (stereo not drawn)
3. COc1ccc(S(=O)(=O)NCc2ccc(C)cc2)cc1
4. CC1CCN(S(=O)(=O)c2ccc(NC(=O)N3c4ccccc4Sc4ccccc43)cc2)CC1
5. COCCCNC(=O)c1ccc(-c2csc(C)n2)cc1
6. CCSc1nc2c(c(=O)n1-c1ccc(F)cc1)SCC2
7. CNC(=O)CN(c1cc(C)ccc1OC)S(=O)(=O)c1ccc(C)cc1
8. COc1ccc(CC(=O)NNC(=O)c2cccs2)cc1OC
screen / no.	1	2	3	4	5	6	7	8
HIV peptide binding	/	-0.7%	1.0%	5.3%	-1.5%	-1.9%	0.0%	0.6%
Insulin prom up	/	-0.85	-0.97	-3.77	/	0	-0.21	-0.04
Insulin prom up cell count	/	1417	896	552	/	1210	1345	1373
MT stabilizer	4.6	2.6	1.4	2.7	2.4	4.4	12.1	2.2
MT stabilizer Hoechst-high %	3.1	1.6	2.0	1.7	2.5	2.4	1.8	1.5
MT stabilizer cytotoxicity %	4.7	7.3	6.4	13.2	8.4	2.5	97.7	7.8
bCat nuc transl	/	-0.3	-2.6	-0.3	1.6	5.9	-0.1	-0.2
bCat nuc transl cell count 5 µM	/	1063	1202	1055	1027	1169	1106	1595
Yfh1-depleted yeast	i	i	i	i	i	i	i	i
Autophagy mod	i	i	i	i	i	i	i	i
Autophagy mod cell loss 18 h	2.6	-15.1	-9.5	2.5	-4.0	1.9	-0.8	-1.5
AID2073	/	-27.9%	4.0%	16.1%	5.1%	-5.7%	-3.4%	2.1%
Dynein cargo inh	0.353	0.0066	0.505	0.151	1.2	-0.374	0.475	-1.11
Dynein cargo inh cytoplasmic EGFP	-0.11	-0.155	-0.102	-0.284	-0.0363	-0.231	-0.193	-0.351
Dynein cargo inh nuclear GR-EGFP	0.425	0.341	0.435	-0.0622	1.03	-0.204	0.69	-0.417
Dynein cargo inh cell count	-0.187	0.435	0.0505	0.0649	-2.19	0.121	2.19	1.01
WT yeast gro inh	20.0	-11.2	7.4	9.6	-11.0	2.1	-6.2	2.3
WT yeast gro inh mutant strain	7.6	-16.2	33.6	11.2	-15.3	0.5	-12.3	9.2

# Molecules above with two or more sulfur atoms, in the order listed:
4. CC1CCN(S(=O)(=O)c2ccc(NC(=O)N3c4ccccc4Sc4ccccc43)cc2)CC1
6. CCSc1nc2c(c(=O)n1-c1ccc(F)cc1)SCC2
screen / no.	4	6
HIV peptide binding	5.3%	-1.9%
Insulin prom up	-3.77	0
Insulin prom up cell count	552	1210
MT stabilizer	2.7	4.4
MT stabilizer Hoechst-high %	1.7	2.4
MT stabilizer cytotoxicity %	13.2	2.5
bCat nuc transl	-0.3	5.9
bCat nuc transl cell count 5 µM	1055	1169
Yfh1-depleted yeast	i	i
Autophagy mod	i	i
Autophagy mod cell loss 18 h	2.5	1.9
AID2073	16.1%	-5.7%
Dynein cargo inh	0.151	-0.374
Dynein cargo inh cytoplasmic EGFP	-0.284	-0.231
Dynein cargo inh nuclear GR-EGFP	-0.0622	-0.204
Dynein cargo inh cell count	0.0649	0.121
WT yeast gro inh	9.6	2.1
WT yeast gro inh mutant strain	11.2	0.5

# Following part:
9. COc1ccc(CCN(Cc2nc3ccccc3c(=O)[nH]2)C(=O)c2ccco2)cc1OC
10. CSc1nnc2c3cc(F)ccc3n(Cc3ccccc3)c2n1
11. CCc1cc2ccc(C)cc2nc1SCC(=O)N1CCN(C(=O)c2ccco2)CC1
12. CCN(CC)S(=O)(=O)c1cc(C(=O)Nc2cc(Cl)ccc2N2CCN(C)CC2)ccc1Cl
13. O=C(/C=C/c1ccco1)N(Cc1ccc(F)cc1)C1CCS(=O)(=O)C1 (stereo not drawn)
14. Cc1nn(-c2ccccc2)c(Cl)c1C1C(C#N)=C(N)Oc2n[nH]c(C)c21 (stereo not drawn)
15. COc1cccc(NC(=O)c2ccc(-c3ccc([N+](=O)[O-])cc3)o2)c1
16. COC(=O)CN(n1cnnc1)S(=O)(=O)c1ccccc1Cl
screen / no.	9	10	11	12	13	14	15	16
HIV peptide binding	-3.4%	0.8%	6.1%	1.8%	0.5%	-2.2%	7.8%	-0.4%
Insulin prom up	/	0.16	-1.45	/	-0.21	-1.17	0	-0.06
Insulin prom up cell count	/	1178	1285	/	1145	1028	1049	965
MT stabilizer	3.8	/	5.6	2.8	/	8.7	3.8	3.2
MT stabilizer Hoechst-high %	2.4	/	3.2	2.3	/	2.1	1.8	1.7
MT stabilizer cytotoxicity %	7.6	/	4.2	6.2	/	0.7	3.3	12.6
bCat nuc transl	-3.7	-4.5	-1.1	/	0.7	-1.1	0.7	0.0
bCat nuc transl cell count 5 µM	808	1105	1097	/	1324	1102	1535	1108
Yfh1-depleted yeast	i	i	i	i	i	i	i	i
Autophagy mod	i	/	i	i	/	i	i	i
Autophagy mod cell loss 18 h	-4.2	/	-7.2	-9.7	/	13.4	-3.5	-3.5
AID2073	-0.1%	9.8%	1.6%	11.2%	-20.9%	1.3%	33.2%	4.6%
Dynein cargo inh	0.281	/	-0.409	-0.522	0.511	-0.658	-0.08	1.94
Dynein cargo inh cytoplasmic EGFP	-0.275	/	-0.193	-0.0761	-0.187	-0.0985	0.128	-0.116
Dynein cargo inh nuclear GR-EGFP	0.204	/	-0.294	0.0903	0.476	-0.000597	-0.00418	0.97
Dynein cargo inh cell count	0.16	/	0.534	-0.207	-0.221	0.0223	-1.48	-0.191
WT yeast gro inh	-15.0	/	-0.2	65.4*	/	4.6	7.8	-6.6
WT yeast gro inh mutant strain	11.9	/	-7.8	40.3*	/	18.3	16.3	0.0

# By substructure: those above with an NH in an aromatic ring (2)
9. COc1ccc(CCN(Cc2nc3ccccc3c(=O)[nH]2)C(=O)c2ccco2)cc1OC
14. Cc1nn(-c2ccccc2)c(Cl)c1C1C(C#N)=C(N)Oc2n[nH]c(C)c21 (stereo not drawn)
screen / no.	9	14
HIV peptide binding	-3.4%	-2.2%
Insulin prom up	/	-1.17
Insulin prom up cell count	/	1028
MT stabilizer	3.8	8.7
MT stabilizer Hoechst-high %	2.4	2.1
MT stabilizer cytotoxicity %	7.6	0.7
bCat nuc transl	-3.7	-1.1
bCat nuc transl cell count 5 µM	808	1102
Yfh1-depleted yeast	i	i
Autophagy mod	i	i
Autophagy mod cell loss 18 h	-4.2	13.4
AID2073	-0.1%	1.3%
Dynein cargo inh	0.281	-0.658
Dynein cargo inh cytoplasmic EGFP	-0.275	-0.0985
Dynein cargo inh nuclear GR-EGFP	0.204	-0.000597
Dynein cargo inh cell count	0.16	0.0223
WT yeast gro inh	-15.0	4.6
WT yeast gro inh mutant strain	11.9	18.3

# Later entries
17. COc1ccc(NC(=O)CCC(=O)c2cccs2)cc1S(=O)(=O)Nc1ccccc1Cl
18. Cc1nc(C(=O)NNC(=O)c2ccc(Cl)cc2)c(C(F)(F)F)o1
19. CC1CCN(S(=O)(=O)c2ccc(NC(=O)Cn3nnc(-c4ccccc4F)n3)cc2)CC1
20. O=S(=O)(Nc1nccs1)c1cnc(Cl)c(Br)c1
21. Cc1ccc(OCC(=O)N2CCN(S(C)(=O)=O)CC2)cc1
22. O=c1cc(O)c2sc3nc(C(F)(F)F)c4c(c3c2[nH]1)CCCCC4
23. C/C(=N\NC(=O)c1ccc(Cl)cc1)c1ccc(N2CCOCC2)cc1
24. O=c1c2cc(NC(=S)NC3CC3)ccc2nc2n1CCCCC2
25. CC(=O)Nc1nc(C)nc(-c2ccccc2)c1C(C)=O
26. CN(C)c1ccc(/C=N/NC(=O)C(O)c2ccc(Br)cc2)cc1 (stereo not drawn)
27. Clc1ccc(Cn2cc(/C=N/n3cnnc3)c3ccccc32)cc1
screen / no.	17	18	19	20	21	22	23	24	25	26	27
HIV peptide binding	-0.9%	0.3%	-0.5%	1.8%	0.2%	13.9%	-1.5%	0.9%	0.7%	-1.7%	3.1%
Insulin prom up	0.06	-0.02	-0.21	0.11	0.34	0.21	0.9	-0.55	0.18	0.4	-1.39
Insulin prom up cell count	1261	1091	1156	1229	949	1233	1300	1289	1225	1390	1281
MT stabilizer	5.0	/	1.8	4.5	/	4.6	3.8	5.6	3.8	2.5	2.8
MT stabilizer Hoechst-high %	2.4	/	1.0	2.1	/	3.6	2.5	3.0	2.4	1.7	2.0
MT stabilizer cytotoxicity %	6.4	/	8.9	4.9	/	8.8	4.0	6.6	8.5	8.7	1.6
bCat nuc transl	-0.7	-1.8	-4.6	-3.6	-0.9	0.4	-2.0	-0.9	-2.0	-0.9	6.5
bCat nuc transl cell count 5 µM	986	1410	1004	450	1295	1130	961	1060	1198	1548	1020
Yfh1-depleted yeast	i	/	i	i	i	i	i	i	i	i	i
Autophagy mod	i	/	i	i	/	i	i	i	i	i	i
Autophagy mod cell loss 18 h	-3.6	/	22.6	-1.9	/	5.8	-3.8	4.1	3.9	-0.2	-13.9
AID2073	8.1%	4.2%	18.9%	-2.7%	-5.7%	18.1%	6.0%	-1.1%	0.8%	-8.4%	-4.0%
Dynein cargo inh	-0.747	-0.389	0.00421	-0.568	-0.149	0.991	-0.944	-0.966	-1.26	0.927	1.71
Dynein cargo inh cytoplasmic EGFP	-0.245	-0.235	-0.2	1.58	-0.199	-0.266	-0.324	-0.315	-0.224	-0.293	-0.0918
Dynein cargo inh nuclear GR-EGFP	-0.681	0.347	-0.222	0.0663	0.344	0.414	-0.784	-0.0943	-0.644	0.292	1.45
Dynein cargo inh cell count	0.826	0.775	-0.00976	1.36	-0.517	0.919	0.932	0.822	0.17	0.357	-0.933
WT yeast gro inh	-16.0	/	-14.3	-3.1	/	-53.2	-5.1	-3.9	-11.4	-4.4	19.8
WT yeast gro inh mutant strain	12.0	/	-69.4	3.8	/	-20.1	-48.4	7.5	-2.7	1.1	1.3
